From PubChem BioAssay
Salmonella PhoP GFP = inhibitors of PhoP regulon expression, primary screen, Salmonella Typhimurium, GFP reporter (AID 1863); S. Typhimurium PhoP-regulated promoter GFP reporter, 4 h; higher % means a stronger effect; inhibition, % at 50 µM; hits with a dose series show IC50 in µM; 300,000 tested, 0.16% active;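 active = inhibition over 29.93%, a cutoff 3 SD above the screen mean, later confirmed by dose response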;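 note: 0% = low Mg2+ inducing control and 100% = high Mg2+ repressing control; strong numbers were not always called active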
Hep lipid drop = modulators of hepatic lipid droplet formation; AML12 mouse hepatocytes, oleate lipid droplets, BODIPY imaging; inhibition, % at 6.5 µM; 240,000 tested, 0.4% active;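 active = lipid droplet intensity inhibited by at least 50%, with more than 500 cells counted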
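Assay system: AML12 mouse liver cells | Compound dosing: One dose, 6.5 µM compound | Read-out basis: Droplet intensity reduction, % inhibition | Measured by: Fluorescence imaging, 20x objective, two fields per well | Schedule: Overnight treatment with compound plus oleate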
T cell modulator = modulates CD8 T cell binding to vesicles. 2C CD8+ T cell-vesicle binding, flow cytometry; active compounds read low. 330,000 tested, 0.068% active. calls only at 7 µM. AID 2052;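 active = response, share of CD8 T cells binding vesicles, and their 90th percentile fluorescence all below set limits, cut at about 80% in these data, passing the limit was not always enough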
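Incubation: binding step 1.5 h, 37 °C, antibody labelling 20 min, ice; system: murine 2C transgenic CD8+ T lymphocytes; technique: cytometric PE anti-B7-1 and Alexa647 anti-CD8 signals after 1% paraformaldehyde fixation; also added: QL9-charged Drosophila Ld/ICAM-1/B7-1 vesicles; control set: naked versus QL9-loaded vesicles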
Hep lipid drop cells 6.5 µM = further read-out of Hep lipid drop, marked with its call; cell count; measured here: cell count, cytotoxicity flag;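 cells counted across two imaged fields per well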
T cell modulator vesicle-bound % = further read-out of T cell modulator, marked with its call; double positive events, %; measured here: CD8+ vesicle-bound cell fraction;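 binding gate set so that unloaded-vesicle control wells show 10% double positive cells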
* = called active by the depositor; i = inactive. This is a subset (hit frequency here may not be typical).

structure	Salmonella PhoP GFP	Hep lipid drop	Hep lipid drop cells 6.5 µM	T cell modulator	T cell modulator vesicle-bound %
COc1ccc(CCn2c(=N)c(C(=O)NCC3CCCO3)cc3c(=O)n4ccccc4nc32)cc1 (stereo not drawn)	-9%	7	633	i	13
O=c1c2[nH]cnc2n(-c2cccc(F)c2)c(=O)n1Cc1ccccc1	-5%	-4	828	i	52
Cn1ncc(Cl)c1C(=O)N1CCN(c2ccc(F)cc2)CC1	-5%	-15	780	i	8
COc1ccc(NC(=S)NC(=O)C2CCC2)cc1	-4%	0	710	i	8
O=C(O)CN1C(=O)/C(=C/c2ccccc2Br)Oc2ccccc21	7%	-8	819	i	37
Cc1ccccc1CCNC(=O)C1CCC(=O)N(Cc2ccc(Cl)cc2)C1 (stereo not drawn)	-3%	-8	680	i	14
COc1ccc(NC(=S)Nn2cnnc2)c(OC)c1	1%	8	736	i	17
OC(CN1CCOCC1)(c1ccccc1)c1ccccn1 (stereo not drawn)	3%	16	822	i	52
COc1cc(NC(=O)CSCc2ccccc2)c(C(=O)O)cc1OC	9%	-1	775	i	27
COc1ccc(Cl)cc1NS(=O)(=O)c1cccc(C(=O)NCC(c2ccco2)N(C)C)c1 (stereo not drawn)	2%	-1	804	i	13
Cc1cc(Br)ccc1NC(=S)NCCc1ccccc1	-4%	-20	674	i	20
Cc1ccc(C)c(CNS(=O)(=O)c2c(C)[nH]c(C)c2C(=O)N2CCCC2)c1	-11%	-6	749	i	10
C#CCn1ccc(O)c(Cc2ccccc2)c1=O	-1%	-8	755	i	52
Cc1ccc(-n2nc3c(N4CCC(C(=O)NCCc5cccs5)CC4)nnc(C)c3c2C)cc1	-9%	-8	703	i	8
Cc1ccc(S(=O)(=O)N2C(=O)CCC2C(N)=O)cc1 (stereo not drawn)	2%	2	820	i	54
NS(=O)(=O)c1ccc(NC(=O)CSc2nnc(-c3ccc(O)cc3)o2)cc1	-4%	-21	784	i	37
O=C(NCCc1ccccc1)c1ccc2c(c1)OCO2	0%	-4	794	i	51
CC(C)[C@@H](COc1ccccc1)N1CCN(Cc2ccccc2)CCC1=O	11%	8	841	i	16
Cc1cccc(C)c1NC(=O)CSc1nc2c([nH]1)c(=O)n(C)c(=O)n2C	-1%	8	832	i	42
CC1CC(C)CN(S(=O)(=O)c2ccc(C(=O)N3CC(C)OC(C)C3)cc2)C1 (stereo not drawn)	-5%	6	697	i	28
NS(=O)(=O)c1ccc(CCN2C(=O)CCC2=O)cc1	-2%	8	851	i	11
Cc1ccc(-c2nc(=O)[nH]c3ccccc23)cc1	-7%	-9	822	i	42
CCN(CC)C(=O)N1c2ccccc2Sc2ccccc21	1%	-3	798	i	49
O=C1COc2ccc(S(=O)(=O)N3CCN(c4cccc(Cl)c4)CC3)cc2N1	6%	-1	722	i	2
CC1Cc2cc(/C(O)=C3/C(=O)C(=O)N(Cc4cccnc4)C3c3cccc(O)c3)ccc2O1 (stereo not drawn)	3%	1	730	i	24
Nc1cccc(CCc2ccncc2)c1	4%	4	810	i	41
COc1ccc(C(C)(C)C)cc1NC(=O)c1[nH]c(C)c(C(C)=O)c1C	-7%	5	732	i	56
Cc1cccc(CCN(CC(=O)NCc2ccc(F)cc2)C(=O)c2csnn2)c1	-3%	-4	759	i	38
CC(Oc1ccc2c3c(c(=O)oc2c1)CCCC3)C(=O)NCc1ccccn1 (stereo not drawn)	0%	-1	739	i	1
Cn1ccnc1CC(O)(c1ccccc1)c1ccccc1	6%	4	822	i	59
S=C(Nc1cccnc1)N1CCc2ccccc21	-11%	-8	712	i	51
O=C(Cn1nnnc1CN1CCOCC1)N1CCC(c2cccc(Cl)c2)C1 (stereo not drawn)	-3%	0	795	i	62
CCCC(O)(c1ccc(Cl)cc1)C(CN1CCOCC1)c1ccc(Cl)cc1 (stereo not drawn)	-5%	-2	783	i	12
Oc1ccc(Br)cc1/C=N/n1c(-c2ccccc2)n[nH]c1=S	5%	-1	827	i	61
Cc1c(NC(=O)CN(c2ccccc2)S(=O)(=O)c2ccc(F)cc2)c(=O)n(-c2ccccc2)n1C	-6%	-2	683	i	56
CCOc1ccccc1N1CCN(C(=O)c2cn(CC3CCCCC3)nn2)CC1	-2%	4	687	i	8
Cc1cccc(C(=O)Nc2cccc(C(=O)N/N=C/c3ccc4c(c3)OCO4)c2)c1	3%	-2	796	i	28
COc1ccc(Cc2nc3ccc(C(=O)NC(C)c4cnn(C)c4)cc3o2)cc1 (stereo not drawn)	-2%	7	707	i	19
COc1ccc(C(=O)Nn2c(CC(C)C)nc3cc(Cl)ccc3c2=O)c(OC)c1	-2%	-34	813	i	62
CN(C)CCNC(=O)CN1C(=O)CSc2ccc(S(=O)(=O)N3CCCCC3)cc21	0%	-5	675	i	15
Clc1cccc(C2Nc3cccc4cccc(c34)N2)c1Cl	-1%	9	796	i	46
CC(NC(=O)C1CCCC1)c1ccc(Br)cc1 (stereo not drawn)	4%	-15	788	i	60
CCOC(=O)N1CCN(S(=O)(=O)c2ccc(C(=O)N(CCCN(C)C)c3nc4ccc(Cl)cc4s3)cc2)CC1	0%	1	881	i	10
CCC(C)NC(=O)c1ccc2nc(Cc3ccc(OC)cc3)oc2c1 (stereo not drawn)	-3%	3	818	i	58
O=C(N/N=C/c1cccs1)c1[nH]ncc1Br	5%	-9	759	i	71
C=CCn1nnnc1SCC(=O)Nc1ccc(C(=O)OC)cc1	2%	-7	734	i	21
C[C@@H](NC(=O)[C@@H]1Cc2ccccc2CN1)C(=O)NC1CCCCC1	-3%	-1	657	i	18
COC(=O)C(NS(=O)(=O)c1ccc(N2CCCC2=O)cc1)c1ccccc1 (stereo not drawn)	-4%	7	658	i	7
CCC(C)C(NS(=O)(=O)c1ccc(C)cc1)C(=O)NCCCN1CCOCC1 (stereo not drawn)	-5%	9	745	i	8
COc1ccccc1CNS(=O)(=O)c1ccc(Cl)s1	1%	-22	782	i	10
O=C(COc1ccc(Cl)cc1)NNC(=O)C(=O)NC1CCCCC1	-9%	-2	656	i	65
C=C(C)CCC(C)N1CCC(n2nccc2NC(=O)CCOc2ccccc2)CC1 (stereo not drawn)	-4%	4	644	i	11
CCCCC(Br)C(=O)Nc1ccc(S(=O)(=O)Nc2cc(C)nc(C)n2)cc1 (stereo not drawn)	-1%	9	828	i	5
O=C(CCN1C(=O)S/C(=C\c2ccccc2)C1=O)Nc1ccc(O)cc1C(=O)O	-4%	-4	680	i	56
CCN(CC(=O)Nc1ccc(NC(C)=O)cc1)C(=O)/C=C/c1ccc(S(=O)(=O)N2CCCCCC2)cc1	-4%	12	846	i	24
CC(C)C(=O)NCC(c1ccc2c(c1)OCO2)N1CCOCC1 (stereo not drawn)	4%	-2	785	i	9

Remaining list, next part
structure	Salmonella PhoP GFP	Hep lipid drop	Hep lipid drop cells 6.5 µM	T cell modulator	T cell modulator vesicle-bound %
S=c1[nH]nc(-c2ccccc2)n1/N=C/c1cccc(Br)c1	12%	0	821	i	0
CC(=O)N1CCOc2ccc(S(=O)(=O)NCCc3ccc(S(N)(=O)=O)cc3)cc21	-1%	3	744	i	17
O=C(Nc1ccc(NC(=O)c2ccccc2F)cn1)c1ccco1	0%	16	810	i	22
O=C(COC(=O)c1ccc(N2CCCC2=O)cc1)c1ccc(OC(F)F)cc1	-8%	27	774	i	27
COc1ccc(/C=C2\SC(=O)N(CCC(=O)N3CCN(C)CC3)C2=O)cc1	-5%	-2	789	i	10
CN(CC(=O)Nc1ccc(F)cc1)C(=O)c1cccc(S(=O)(=O)N2CCN(c3ccccc3)CC2)c1	-2%	1	825	i	52
CC1Sc2ccc(S(=O)(=O)N3CCC(C(=O)NCc4ccccc4)CC3)cc2NC1=O (stereo not drawn)	2%	-5	677	i	26
O=C(CSc1ncnc2c1cnn2-c1cccc(Cl)c1)NCC1CCCO1 (stereo not drawn)	6%	-8	857	i	19
CCOC(=O)c1cnc2c(C(F)(F)F)cccc2c1N1CCN(C)CC1	8%	-33	693	i	20
COc1ccc(C)cc1N(CC(=O)Nc1ccc(S(=O)(=O)N2CCOCC2)cc1)S(C)(=O)=O	7%	17	647	i	21
Cc1ccc(C)c(N2CCN(S(=O)(=O)c3ccc4c(c3)CC(=O)N4C)CC2)c1	-2%	-20	650	i	18
CCn1nc(NS(=O)(=O)c2ccc(NC(C)=O)cc2)c2cc3cc(C)ccc3nc21	4%	-2	744	i	45
CCn1c(SCC(=O)Nc2nccs2)nnc1C1CC1	-3%	0	787	i	10
CC1CC(=O)N(CC(=O)Nc2ccc(Br)cc2)c2ccccc2S1(=O)=O (stereo not drawn)	-13%	-14	729	i	7
Cc1ccc(NC(=O)CN2C(=O)NC(C)(c3ccccc3)C2=O)c(C)c1 (stereo not drawn)	1%	13	843	i	32
CC(=O)N1c2c(cc(Br)cc2S(=O)(=O)NCc2ccc(C)cc2)CC1C (stereo not drawn)	7%	-24	860	i	61

Among those listed so far, eight have fluorine:
structure	Salmonella PhoP GFP	Hep lipid drop	Hep lipid drop cells 6.5 µM	T cell modulator	T cell modulator vesicle-bound %
O=c1c2[nH]cnc2n(-c2cccc(F)c2)c(=O)n1Cc1ccccc1	-5%	-4	828	i	52
Cn1ncc(Cl)c1C(=O)N1CCN(c2ccc(F)cc2)CC1	-5%	-15	780	i	8
Cc1cccc(CCN(CC(=O)NCc2ccc(F)cc2)C(=O)c2csnn2)c1	-3%	-4	759	i	38
Cc1c(NC(=O)CN(c2ccccc2)S(=O)(=O)c2ccc(F)cc2)c(=O)n(-c2ccccc2)n1C	-6%	-2	683	i	56
O=C(Nc1ccc(NC(=O)c2ccccc2F)cn1)c1ccco1	0%	16	810	i	22
O=C(COC(=O)c1ccc(N2CCCC2=O)cc1)c1ccc(OC(F)F)cc1	-8%	27	774	i	27
CN(CC(=O)Nc1ccc(F)cc1)C(=O)c1cccc(S(=O)(=O)N2CCN(c3ccccc3)CC2)c1	-2%	1	825	i	52
CCOC(=O)c1cnc2c(C(F)(F)F)cccc2c1N1CCN(C)CC1	8%	-33	693	i	20

New compounds follow:
structure	Salmonella PhoP GFP	Hep lipid drop	Hep lipid drop cells 6.5 µM	T cell modulator	T cell modulator vesicle-bound %
COc1ccc(CCNS(=O)(=O)c2ccc(Br)cc2)cc1	-3%	6	822	i	71
O=C(O)CC(c1ccccc1)N1C(=O)c2cccc([N+](=O)[O-])c2C1=O (stereo not drawn)	-5%	-7	803	i	59
COc1cc(SC)ccc1C(=O)OCC(=O)N1CCCC1	-4%	-2	835	i	33
COc1cccc(CNS(=O)(=O)c2ccc3c(c2)N(C(C)=O)CCS3)c1	4%	0	703	i	33
CCCCn1c(N)c(N(CC)C(=O)c2cccc(F)c2)c(=O)[nH]c1=O	-5%	17	727	i	49
FC(F)(F)c1nnc2c3ccccc3c(Cl)nn12	2%	-2	848	i	53
COc1ccccc1OCCn1nnc2ccccc21	-2%	6	809	i	60
Cc1ccccc1OCC(=O)NC(=S)Nc1cccc2cc(O)ccc12	3%	23	768	i	71
COc1cc2nc(N3CCN(C(=O)[C@@H]4CCCO4)CC3)nc(N)c2cc1OC	-1%	-2	769	i	30
COc1ccccc1CC(=O)Nc1ccc(S(=O)(=O)N2CCCC2)cc1	-4%	11	761	i	18
O=C1c2cccc3cccc(c23)C(=O)N1c1cccc(O)c1	-11%	-16	862	i	52
O=C(Nc1cc([N+](=O)[O-])ccc1O)c1cccc(C(=O)Nc2cc([N+](=O)[O-])ccc2O)c1	11%	-1	814	i	55
COc1cc2nc(Nc3ccc(F)cc3)nc(N)c2cc1OC	-2%	-5	806	i	44
Cc1ccc(NS(=O)(=O)c2ccc3c(c2)oc(=O)n3C)cc1C	10%	-7	812	i	62
CCOC(=O)N1CCC(N2Cc3cccc(C(=O)Nc4ccc(S(=O)(=O)N(CC)CC)cc4)c3C2=O)CC1	-3%	-17	722	i	53
CC(C(=O)N(C)C)N1c2cccc3cccc(c23)S1(=O)=O (stereo not drawn)	-4%	0	790	i	51
Cc1cc[n+](C(C)C(=O)c2ccc(Cl)cc2)cc1 (stereo not drawn)	-6%	-2	774	i	55
Cc1nn(C(C)C(=O)NC(C)CCc2ccccc2)c(=O)c2cc3occc3n12 (stereo not drawn)	2%	-24	712	i	6
CN(C)S(=O)(=O)c1ccc(Cl)c(C(=O)NCC2CCCCC2)c1	3%	-8	711	i	31
CC(=O)c1cnc2c(-c3ccccc3)c(-c3ccccc3)nn2c1C	5%	10	790	i	55
COCCNc1nc2c(-c3cccc(C(F)(F)F)c3)nnn2c2ccccc12	0%	-29	673	i	53
